BAZ2B block – BAZ2B (human) inhibition | Q9UIF8 | 4.4% of 360,000 active | Potency, µM (doses to about 114 µM), inactives show at the top dose activity change, negative = inhibition, actives largely listed as inhibitors | AlphaScreen BAZ2B-H3K14Ac peptide displacement; further: potency means the concentration at half of the fitted maximal effect; on the % scale 0 is the no-effect control and ±100 the full control effect; nearly all actives have a fitted effect of over 60% in size
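AlphaScreen displacement: compounds (up to 110uM) incubated 30 min at room temperature with a preformed 50 nM BAZ2B/50 nM biotinylated H3K14Ac peptide complex in PBS pH 7.4 with Tween-20. Donor and acceptor beads at 10 ug/mL final added, 20 min light-protected before reading.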
RGS4 inhibitor – blocks human RGS4-accelerated GTP hydrolysis | P49798 | Transcreener GDP fluorescence polarization, RGS4-accelerated GTP hydrolysis | Potency, µM (top dose mostly 114 µM), for inactives: at the top dose activity change, negative = inhibition, hits mostly inhibitors | 0.039% of 390,000 active; further: potency means the concentration at half of the fitted maximal effect; on the % scale 0 is the no-effect control and ±100 the full control effect; nearly all actives have a fitted effect of over 75% in size; some results filed as inactive show a strong effect at the top dose
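MLSMR compounds (23 nl, pin-transferred) preincubated 10 min at room temperature with a 500nM (2x) first reagent, then RGS4 at 900nM (2x) plus Transcreener GDP mix added; fluorescence polarization (620/688 nm) read before and after 90 min at 30 °C.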
ERG-DNA inh – blocks human ERG Ets domain binding to DNA. fluorescence polarization, His-ERG Ets domain / labelled DNA. Potency, µM (top dose mostly 76.9 µM), for inactives: at the highest dose FP activity, negative = inhibition, most hits filed as inhibitors. AID 624246. 0.028% of 370,000 active; active means well fitted inhibition curve with a large enough effect in the polarisation, with a control signal flat; inconclusive means small, poorly fitted or top-dose-only effect, or effect the other way, or a change in a side signal; inactive means no such curve, though single readings can be large or run the other way; the % refers to the polarisation;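 further: polarization taken with two DNA probes labelled with fluorescein and Texas red; potency means the concentration at half of the fitted maximal effect; % of control where 0% means no effect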
Target sequence (P11308 whole entry, looked up, the tested form may be a part): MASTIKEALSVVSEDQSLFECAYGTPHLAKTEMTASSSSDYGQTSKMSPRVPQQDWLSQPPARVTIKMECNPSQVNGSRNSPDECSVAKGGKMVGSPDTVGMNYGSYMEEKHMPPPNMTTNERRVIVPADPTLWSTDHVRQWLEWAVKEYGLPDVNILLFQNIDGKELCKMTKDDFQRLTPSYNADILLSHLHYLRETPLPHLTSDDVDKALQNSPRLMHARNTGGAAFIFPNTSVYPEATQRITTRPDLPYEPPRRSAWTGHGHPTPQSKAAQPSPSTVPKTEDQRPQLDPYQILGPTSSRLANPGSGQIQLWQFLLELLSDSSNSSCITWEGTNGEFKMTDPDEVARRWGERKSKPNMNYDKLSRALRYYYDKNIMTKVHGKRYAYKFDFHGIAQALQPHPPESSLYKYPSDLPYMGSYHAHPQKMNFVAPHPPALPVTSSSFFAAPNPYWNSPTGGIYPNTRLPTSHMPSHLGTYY
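His-tagged ERG Ets domain (1 uM in the protein solution; 300mM KCl, 50mM Tris-HCl, 1mM EDTA, 1mM DTT, pH 7.5) received compound, then a probe mix of 5 nM fluorescein-DNA and 100nM Texas-615-DNA. Fluorescence polarization was read for both dyes.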
GLS inhibitor – inhibitors of human glutaminase (GLS) | O94925 | Potency, µM (doses to about 45.5 µM), without a hit: at the top dose activity change, negative = inhibition, most hits filed as inhibitors | GLS enzymatic activity, qHTS titration | 0.21% of 410,000 active; further: potency means the concentration at half of the fitted maximal effect; on the % scale 0 is the no-effect control and ±100 the full control effect
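Assay buffer: 45 mM KH2PO4 pH 8.2, 0.02% Tween-20. hKGA acts on L-glutamine (1 mM solution added); product glutamate is reported by an oxidase/peroxidase Amplex Red coupling, with fluorescence taken at baseline and 30 min.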
PI4K2A block – PI4K2A (human) kinase inhibition; Q9BTU6; purified PI4K2A, ADP-Glo luminescence, 1 h; stronger effect = lower value; activity change, negative = inhibition, % at 76.9 µM; 0.13% of 420,000 active; AID 1346378; in the data active means activity change below about -50%; inconclusive means mostly about -30% to -49%;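 further: -100% = wells without enzyme as full effect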
Target sequence (Q9BTU6 whole entry, looked up): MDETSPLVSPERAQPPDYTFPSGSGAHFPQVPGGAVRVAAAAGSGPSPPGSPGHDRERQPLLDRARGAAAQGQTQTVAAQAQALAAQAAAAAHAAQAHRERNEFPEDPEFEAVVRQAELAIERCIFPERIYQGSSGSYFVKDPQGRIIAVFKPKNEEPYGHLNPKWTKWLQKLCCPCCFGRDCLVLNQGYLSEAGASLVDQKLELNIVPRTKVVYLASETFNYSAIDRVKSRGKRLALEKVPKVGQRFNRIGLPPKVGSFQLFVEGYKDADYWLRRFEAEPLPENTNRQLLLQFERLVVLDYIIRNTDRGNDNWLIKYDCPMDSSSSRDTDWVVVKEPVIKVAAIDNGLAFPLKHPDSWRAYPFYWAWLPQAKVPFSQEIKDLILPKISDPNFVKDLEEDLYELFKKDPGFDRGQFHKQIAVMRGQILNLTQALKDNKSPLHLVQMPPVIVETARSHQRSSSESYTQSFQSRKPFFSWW
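ADP-Glo luminescence measured ADP generated by PI4K2A enzyme (4 ug/mL before mixing) with 1.2 mM PI substrate (pre-mix) and 300 microM ATP (pre-mix). Tris pH7.5 buffer with MgCl2, Triton X-100; 1 h reaction at ambient temperature.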
12-LOX inh – ALOX12 (human) lipoxygenase inhibition; Potency, µM (highest dose often 108 µM), inactives show at the top dose activity change, negative = inhibition, actives largely listed as inhibitors; 1.1% of 580,000 active; P18054; AID 1671190; purified 12hLO, xylenol orange hydroperoxide absorbance; further: potency means the concentration at half of the fitted maximal effect; on the % scale 0 is the no-effect control and ±100 the full control effect
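Purified human 12hLO (150 nM final) in 25 mM Hepes, 0.01% Triton X-100, pH 7.0 was preincubated 15 min at room temperature with compound. Then 40 uM arachidonic acid was added, 30 min. Hydroperoxide was read by Fe-XO absorbance ratio 573/405 nm.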
G9a inh – blocks human histone lysine methyltransferase G9a. G9a H3K9 monomethylation, AlphaScreen, 2 h. 8.8% of 350,000 active. Potency, µM (titrated, usually from 102 µM), for inactives: at the highest dose activity, negative = inhibition, hits mostly inhibitors; further: potency means the concentration at half of the fitted maximal effect; on the % scale 0 is the no-effect control and ±100 the full control effect; nearly all actives have a fitted effect of over 75% in size
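Using a bead-based AlphaScreen, monomethylated H3K9 product from 2 h room-temperature reactions (G9a 20 nM, peptide 500 nM, SAM 20 uM) was detected with 0.5 ug/mL rabbit anti-H3K9me1 antibody.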
JMJD2A Tudor inh – inhibitors of human JMJD2A Tudor domain; AlphaScreen JMJD2A-Tudor / H3K4me3 peptide binding; Potency, µM (doses to about 114 µM), without a hit: at the top dose activity change, negative = inhibition, hits mostly inhibitors; 4.4% of 390,000 active; further: potency means the concentration at half of the fitted maximal effect; on the % scale 0 is the no-effect control and ±100 the full control effect; nearly all actives have a fitted effect of over 50% in size
HP1b chromo inh – inhibitors of HP1-beta chromodomain binding to methylated histone tails; P83916; AlphaScreen HP1-beta / biotin-H3K9me3 peptide binding; Potency, µM (series often up to 114 µM), for the others: at the top dose activity change, negative = inhibition, actives largely listed as inhibitors; 0.56% of 390,000 active; AID 540317; further: potency means the concentration at half of the fitted maximal effect; nearly all actives have a fitted effect of over 70% in size; inactives centre near 23
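Compound inhibition of the preformed complex between 50 nM HP1-beta and 50 nM biotinylated H3K9me3 peptide was read by AlphaScreen. Buffer was PBS pH 7.4 with 0.01% Tween-20. Incubations ran 30 min at room temperature, with 10 ug/mL donor/acceptor beads.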
Numbers without * were called inactive; u = inconclusive; x = not tested or not shown; & = joins results of further samples; [ ] = dose if it differs, or a comment. Unless noted, the call rests on the fitted dose curve; in most records, active means well fitted curve in the direction sought with a large enough effect; inconclusive means small, poorly fitted or top-dose-only effect, or another doubt; inactive means no such curve, though single readings can be large; an effect the other way counts as inactive or inconclusive. An excerpt; rates above refer to the full screens.

PI4K2A block	HP1b chromo inh	ERG-DNA inh	RGS4 inhibitor	BAZ2B block	JMJD2A Tudor inh	G9a inh	12-LOX inh	GLS inhibitor	Structure
-8	-16%	-15%	8%	-8%[57.1 µM]	u	-34%[59 µM]	-12%	-17%	Cc1ccc(NCc2cccn2-c2nnc(N3CCCCCC3)s2)cc1
-4	27%	-4%	1%	-34%	u	u	-27%	7%	COc1cccc(CNn2cn[nH]c2=S)c1OCc1ccccc1
9	13%	-4%	31%	-8%	-20%	u	13%	-2%	Cc1cc(C)c2[nH]c(=O)c(C(c3nnnn3Cc3ccc4c(c3)OCO4)N3CCCCC3)cc2c1 (stereo not drawn)
6	58%	-13%	12%	-4%	0%	5%[59 µM]	u	23%	N#C/C(C(=O)Oc1ccccc1)=C1\C=CC=CN1
-1	14%	9%	9%	-23%	-6%	u	-2%	-1%	CCOc1ccc(N(C)S(=O)(=O)c2ccc(C)c(C(=O)OCC(=O)c3c[nH]c4ccccc34)c2)cc1
2	21%	-2%	-35%	u	-6%	4%[59 µM]	-19%	u	CSCCCNC(=S)Nc1ccc(N2CCOCC2)cc1
-2	-1%	-4%	11%	x	-28%	x	u	1%	Cc1cc(N2C(=O)C(=O)/C(=C(/O)c3ccccc3)C2c2cccc(Br)c2)no1 (stereo not drawn)
2	-6%	-4%	-12%	-36%	u	8%[0.501 µM]	-6%	-1%	Cc1ccc(S(=O)(=O)NCC(c2ccc3c(c2)OCO3)N2CCN(c3ccccc3)CC2)cc1 (stereo not drawn)
0	26%	-1%	-25%	-22%	-23%	5%[0.501 µM]	-18%	-6%	COc1cc2c(-c3ccc4cc[nH]c4c3)c(-c3ccsc3)oc(=O)c2cc1OC
-3	28%	-4%	13%	3%	-12%	-3%	-4%	1%	Cc1cccc(C)c1NS(=O)(=O)c1cc2c3c(c1)CC(=O)N3CCC2
4	12%	6%	-2%[56.9 µM]	-20%	-34%	u	u	21%	CC(=O)Nc1cccc(NC(=S)Nc2ccc(F)c(Cl)c2)c1
-2	38%[activator]	-6%	-5%	x	6%	x	u	-7%	CC(C)c1ccc(N(CCc2ccccn2)C(=O)C(C)(C)C)cc1
-14	-1%	1%	-21%	-21%	-28%	-7%	105%[activator]	1%	CCOC(=O)C1=C(COC(=O)/C=C/c2ccccc2Cl)NC(=O)NC1C (stereo not drawn)
11	26%	-2%	-26%	8%	-15%	2%	-17%	1%	CC(C)COc1ccc(CNC(=S)N/N=C/c2ccc([N+](=O)[O-])cc2)cc1
-10	99%[activator]	-5%	14%	-13%	-3%	19%[59 µM]	0%	17%	CCc1ccc2oc(=O)cc(CN3CCC(C)CC3)c2c1
2	138%[activator]	-6%	-34%	52%[activator]	69%[activator]	118%[activator]	u	-10%	COC(=O)C1=CN(Cc2cccs2)C=C(C(=O)OC)C1c1ccc(OC)cc1OC
1	44%[activator]	1%	3%	1%	5%	1%	3%	-1%	Clc1ccccc1Cc1noc(CN2CCCCC2CCc2ccccn2)n1 (stereo not drawn)
-2	24%	-2%	10%	-3%	-9%	0%	3%	-1%	O=C(NC1CCCN(c2ccc(C(F)(F)F)cn2)C1)c1ccncc1 (stereo not drawn)
-3	25%	-4%	8%	-7%	-11%	12%[12.7 µM]	86%	-1%	Cc1ccc(CNC(=O)CC(NC(=O)c2ccccc2)c2ccccc2)cc1 (stereo not drawn)
-4	51%[activator]	8%	-17%	-32%	-6%	0%	-21%	2%	O=C1CN(C(=O)COC(=O)c2ccc[n+]([O-])c2)c2ccccc2N1
-3	-20%	4%	u	u	u	-20%[59 µM]	3%	2%	COc1ccc(C(=O)Nc2ccc3nc4c(c(Nc5ccc(OC)c(OC)c5)c3c2)CCCC4)c(OC)c1
-1	40%[activator]	-2%	-17%	-5%	-29%	-3%[59 µM]	-12%	-9%	CCOC(=O)c1ccc(NC(=O)CN(c2ccc(C)cc2)S(=O)(=O)c2ccc(OC)cc2)cc1
0	21%	7%	7%	-8%	-19%	16%	483%[activator]	0%	COCc1ccc(C(=O)N2CCCCC2C(=O)Nc2ccc(-n3nc(C)cc3C)cc2)o1 (stereo not drawn)
3	16%	20%	5%	-24%	-20%	u	-14%	8%	CCC(=O)Nc1c(S(=O)(=O)c2ccccc2)c2nc3ccccc3nc2n1C(C)c1ccccc1 (stereo not drawn)
0	32%	-3%	5%	-7%	-11%	2%	u	4%	C/C(=N\NC(=O)C(=O)Nc1c(C)n(C)n(-c2ccccc2)c1=O)c1ccc(Cl)s1
3	19%	-2%	-7%	0%	-9%	10%	2%	-1%	Clc1nc2nc3n(c2nc1Cl)CCC3
-6	17%	x	-16%	7%	-12%	-17%[2.33 µM]	-15%	2%	O=C(CN1C(=O)NC2(CCCCC2)C1=O)N1CCN(C(=O)c2cccs2)CC1
2	-1%	1%	-6%	-6%	-15%	10%[59 µM]	-34%	7%	Cc1ccccc1C(=O)Nc1ccc(C(=O)OCc2cc(=O)n3nc(C4CC4)sc3n2)cc1
-17	0%	-2%	-8%	u	u	45µM*	-4%	15%	CCN(CC)CCN(C(=O)c1ccc(C(=O)c2ccccc2)cc1)c1nc2ccc(OC)cc2s1
-3	19%	-4%	-3%	13%	-5%	-7%[59 µM]	1%&0%	6%	CCOc1ccc(-c2nc(N)nc(C)c2-c2ccc(OC)c(OC)c2)c(O)c1
3	23%	-1%	-24%	1%	-10%	22%[12.7 µM]	-26%	24%	COc1ccc2[nH]c3c(c2c1)CN(C)CC3
-3	15%	-7%	-26%	-1%	3%	u	-2%	-3%	CCN(CC)CCCn1c(SCC(=O)NCC2CCCO2)nc2ccccc2c1=O (stereo not drawn)
-3	23%	-3%	8%	1%	-9%	-43%[59 µM]	u	4%	CN(C)Cc1ccc(F)cc1Sc1ccc(Cl)cc1Cl
0	31%	5%	3%	x	-3%	x	52%[activator]	1%	CCN(CC)c1ccc(S(=O)(=O)N2CCOCC2)cc1NC(=O)COC(=O)/C=C/c1ccccc1
-26	31%	-6%	17%	-14%	-14%	-6%	2%	6%	CC(C)CN(CC(C)C)C(=O)Nc1cccc([N+](=O)[O-])c1
0	20%	11%	37%	-2%	-15%	40%	-6%	2%	Cc1cc2nccc(-c3ccccn3)n2n1
-2	23%	-2%	1%	11%	-15%	20%[59 µM]	15%	1%	COCCN(CC(=O)Nc1cccc(C)c1C)C(=O)c1oc2c(Cl)cccc2c1C
-6	14%	-14%	17%	-16%	-27%	u	21%	0%	CCC1c2ccc(C)n2CCN1C(=O)Nc1ccccc1OC (stereo not drawn)
-6	63%[activator]	-12%	-11%[56.9 µM]	-11%	-25%	-24%	-6%	-13%	CC(=O)Nc1cccc2c1C(=O)N(c1cccc(OC(C)=O)c1)C2=O
1	8%	-8%	22%	11%	1%	15%	3%	19%	CCOC(=O)N1CCC(NC(=O)C2CCN(C(=O)N3CC(C)Oc4ccccc43)CC2)CC1 (stereo not drawn)
-2	24%	3%	-9%	-21%[57.1 µM]	-23%	8%	-18%&-6%	4%	Cc1ccc(C)c(NS(=O)(=O)c2ccc(-c3coc(C)n3)cc2)c1
-5	27%	3%	-23%	-1%	-10%	6%	4%	14%	CCOc1cc(/C=N/NC(=O)c2cccnc2)ccc1O
-5	58%[activator]	-17%	-19%	-3%	4%	30%[12.7 µM]	50%[activator]	0%	COc1ccc(NC(=O)CC2SC(N3CCCCC3)=NC2=O)cc1OC (stereo not drawn)
-4	39%	-1%	17%	-6%	15%	36%	u	2%	CCCc1ccc(OCc2ccc(C(=O)N3CCSCC3)o2)cc1
-58*	u	7%	u	28µM*	56µM*	5µM*	u	37%[activator]	CCCOc1ccc(N)cc1N
0	27%	16%	8%	13%	-6%	-7%[2.33 µM]	-7%	2%	CC1(C)NC(=O)N(CCCC(=O)Nc2ccc(C(F)(F)F)cc2)C1=O
-4	-7%	-4%	6%	5%	-26%	5%	-20%	8%	COc1ccc(-n2nc(C(=O)NCC(=O)Nc3cc(OC)c(OC)c(OC)c3)c3ccccc3c2=O)cc1
9	u	37%[activator]	-21%	u	u	u	-28%	-1%	COc1cc(/C=C2\SC(=S)N(CCC(=O)N3CCCCC3)C2=O)cc(OC)c1OC

Sorted by the number under PI4K2A block (ascending): some entries from above
PI4K2A block	HP1b chromo inh	ERG-DNA inh	RGS4 inhibitor	BAZ2B block	JMJD2A Tudor inh	G9a inh	12-LOX inh	GLS inhibitor	Structure
-6	14%	-14%	17%	-16%	-27%	u	21%	0%	CCC1c2ccc(C)n2CCN1C(=O)Nc1ccccc1OC (stereo not drawn)
-2	23%	-2%	1%	11%	-15%	20%[59 µM]	15%	1%	COCCN(CC(=O)Nc1cccc(C)c1C)C(=O)c1oc2c(Cl)cccc2c1C
0	27%	16%	8%	13%	-6%	-7%[2.33 µM]	-7%	2%	CC1(C)NC(=O)N(CCCC(=O)Nc2ccc(C(F)(F)F)cc2)C1=O
9	u	37%[activator]	-21%	u	u	u	-28%	-1%	COc1cc(/C=C2\SC(=S)N(CCC(=O)N3CCCCC3)C2=O)cc(OC)c1OC

Screening results: PubChem, National Center for Advancing Translational Sciences (NCATS)
